Screening data (PubChem BioAssay)
Pf Dd2 growth: blocks growth of Plasmodium falciparum Dd2 parasites; hit rate 2.3% among 94,000; P. falciparum Dd2 growth, SYBR Green, 72 h; active compounds read low; activity change, % at 10 µM; AID 1159554; in the data active means activity change below about -80%; inconclusive means no clear call, values can overlap the other calls
GASC1 inh: blocks human GASC-1 (KDM4C) demethylase activity. hit rate 0.15% among 96,000. Q9H3R0. inhibition, % at 12.5 µM. GST-KDM4C 2-372, H3K9me3 peptide, LANCE TR-FRET;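 active means mean replicate inhibition above about 25%, with at least 55% of replicates also reaching it, limit read from the data, passing the limit was not always enough; inconclusive means only one of those two conditions met; inactive means neither condition met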
Target sequence (Q9H3R0 2-372 limits assumed): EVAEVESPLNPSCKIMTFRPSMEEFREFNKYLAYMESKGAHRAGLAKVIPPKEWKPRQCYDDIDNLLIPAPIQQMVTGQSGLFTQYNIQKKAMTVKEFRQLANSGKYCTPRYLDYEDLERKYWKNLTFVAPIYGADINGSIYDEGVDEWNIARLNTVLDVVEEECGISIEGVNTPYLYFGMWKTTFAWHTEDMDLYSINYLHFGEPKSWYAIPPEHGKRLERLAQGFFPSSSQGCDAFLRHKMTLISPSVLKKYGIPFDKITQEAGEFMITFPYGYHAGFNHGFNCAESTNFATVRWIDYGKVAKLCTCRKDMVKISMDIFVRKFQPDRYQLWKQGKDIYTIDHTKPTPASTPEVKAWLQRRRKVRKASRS
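System: N-terminal GST-fused human GASC-1 (KDM4C) fragment, residues 2-372 / Amount: 10 nM GST-KDM4C in enzyme reaction / Also added: H3K9me3 peptide with Fe(II)/2OG / Times: 30 min demethylation and 1 h detection at room temperature / Signal: LANCE TR-FRET / Read-out basis: Fall in 671/618 emission ratio as inhibition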
T cruzi growth: blocks T. cruzi growth in NIH3T3 culture; hit rate 5.9% among 77,000; inhibition, % at 8.34 µM; T. cruzi beta-gal in NIH3T3, GalScreen luminescence, 90 h;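 active means mean inhibition above about 93%, with at least 55% of replicates each passing it, limit read from the data, passing the limit was not always enough; inconclusive means only one of those two conditions holds; inactive means neither condition holds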
C diff HTS: C. difficile growth inhibition; Clostridium difficile clinical isolate growth, OD600, 24 h; active compounds read low; growth activity, negative = inhibition, % at 16 µg/mL (by protocol); hit rate 0.25% among 86,000;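 active means mean growth activity at or below -80% and every replicate also at or below -80%; inconclusive means mean at or below -80% but some replicate above -80%; inactive means mean growth activity above -80%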;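 further: 0% = DMSO wells and -100% = levofloxacin 16 µg/mL wells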
* hit, by the source's call; ? = inconclusive; . = not tested or not shown; & = joins results of further samples.

SMILES | Pf Dd2 growth | GASC1 inh | T cruzi growth | C diff HTS
COc1ccc(NC(=O)Nc2ccc3c(c2)C(=O)N([C@H](C)CO)C[C@@H](C)[C@@H](CN(C)S(=O)(=O)c2ccc(F)cc2)OCCCC[C@H](C)O3)cc1 | -30 | -0.1 | 4 | 3
C[C@@H](NC(=O)C[C@H]1CC[C@@H]2[C@H](COc3ccc(NS(=O)(=O)c4ccc(Cl)cc4)cc3C(=O)N2C)O1)c1ccccc1 | -3 | 0.2 | 77 | -5
Cc1ccc(-c2ccc([C@H]3[C@@H](CO)N4CCCCN(S(=O)(=O)c5ccccc5C)C[C@@H]34)cc2)cc1 | -28 | -0.3 | 92 | 2
COc1ccc(S(=O)(=O)Nc2ccc3c(c2)CC(=O)N([C@@H](C)CO)C[C@@H](C)[C@H](CN(C)S(=O)(=O)c2c(C)noc2C)O3)cc1 | 3 | 1.7 | -19 | -13
C[C@@H]1CN([C@H](C)CO)C(=O)c2cc(NC(=O)Cc3ccccc3)ccc2O[C@@H]1CN(C)Cc1ccncc1 | 4 | 1.1 | 40 | -1
C[C@@H]1CN([C@H](C)CO)C(=O)CCCn2nncc2CO[C@@H]1CN(C)C(=O)C1CC1 | -3 | -0.4 | -16 | -6
C[C@@H]1CN([C@@H](C)CO)C(=O)c2c(c3ccccc3n2C)-c2ccccc2CO[C@@H]1CN(C)C(=O)[C@H](Cc1ccccc1)N(C)C | -33 | -0.7 | 67 | 10
CC(C)NC(=O)N1[C@H](CO)[C@@H](c2ccc(C#CC3CCCC3)cc2)[C@@H]1C#N | -22 | 0.2 | 99* | 1
CC(C)NC(=O)N1[C@H](CO)[C@@H](c2ccc(-c3ccc(F)cc3)cc2)[C@@H]1C#N | -10 | -0.8 | 32 | -6
COc1cccc(C#Cc2ccc3c(c2)O[C@@H](CN(C)C(=O)c2ccccn2)[C@@H](C)CN([C@H](C)CO)S3(=O)=O)c1 | -73&-67 | -1.5 | ? | -3&-4
COc1ccc(CN(C)C[C@@H]2Oc3ccc(NC(=O)Cn4cnnn4)cc3CC(=O)N([C@@H](C)CO)C[C@@H]2C)cc1 | 16 | -1.8 | 11 | 1
COc1cccc(CNC(=O)C[C@@H]2CC[C@@H](NC(=O)C3CC3)[C@H](CO)O2)c1 | 20 | -2.2 | . | 0
COc1ccc(C#Cc2ccc([C@H]3[C@H]4CN(C(=O)Nc5ccc(F)cc5)CCCCN4[C@H]3CO)cc2)cc1 | -9 | -2.7 | 79 | 26
CN1c2ccc(-c3ccccc3F)cc2[C@H]2[C@H](CCN2C(=O)Cc2ccccn2)[C@@H]1CO | -16 | 3.4 | 88 | -10
N#C[C@@H]1[C@@H](c2ccc(C3=CCCC3)cc2)[C@H](CO)N1c1nc(-c2ccccc2)cs1 | 2 | -6.4 | 53 | 9
CO[C@@H]1CN(C)C(=O)c2cc(NS(=O)(=O)c3ccc(Oc4ccccc4)cc3)ccc2OC[C@@H](C)NC[C@@H]1C | -20 | -0.1 | -44 | .
O=C(C[C@@H]1C=C[C@@H](NC(=O)CCN2CCCCC2)[C@H](CO)O1)Nc1ccc(-c2ccccc2)cc1 | -17 | -0.5 | -151 | .
COCCNC(=O)C[C@@H]1CC[C@H]2[C@@H](COC[C@H](O)CN2Cc2ccc(Cl)c(Cl)c2)O1 | 0 | 1.8 | . | 61&-2
COc1cccc(NC(=O)N(C)C[C@@H]2Oc3cc(/C=C/c4ccccc4)ccc3S(=O)(=O)N([C@@H](C)CO)C[C@H]2C)c1 | -39 | 0.7 | . | 9
COc1ccc(CN(C)C[C@@H]2Oc3ccc(NC(=O)Cc4ccccc4)cc3CC(=O)N([C@H](C)CO)C[C@@H]2C)cc1 | -2 | 2.0 | 23 | -3
C[C@H](CO)N1C[C@H](C)[C@H](CN(C)Cc2ccccn2)Oc2ncc(C#Cc3ccc(F)cc3)cc2C1=O | -8 | 2.3 | 40 | -1
CO[C@H]1CN(C)C(=O)c2ccc(NC(=O)Nc3cccc(F)c3)cc2OC[C@H](C)N(C)C[C@H]1C | . | 0.3 | 7 | -3
CCC(=O)N(C)C[C@@H]1Oc2cc(-c3cncnc3)ccc2S(=O)(=O)N([C@H](C)CO)C[C@H]1C | 24 | 0.4 | 12 | -3
CC(C)NC(=O)N1CCCCN2[C@H](CO)[C@H](c3ccc(C#C[C@H](C)O)cc3)[C@@H]2C1 | 24 | 1.2 | -125 | -8
C[C@H]1CN([C@@H](C)CO)C(=O)Cc2cc(NS(=O)(=O)c3ccccc3)ccc2O[C@H]1CN(C)S(=O)(=O)c1ccc(Cl)cc1 | -52 | 3.0 | 22 | 57

Full records, quoted from the list.
C[C@H](CO)N1C[C@H](C)[C@H](CN(C)Cc2ccccn2)Oc2ncc(C#Cc3ccc(F)cc3)cc2C1=O across the screens: Pf Dd2 growth = -8; GASC1 inh = 2.3; T cruzi growth = 40; C diff HTS = -1
O=C(C[C@@H]1C=C[C@@H](NC(=O)CCN2CCCCC2)[C@H](CO)O1)Nc1ccc(-c2ccccc2)cc1 across the screens: Pf Dd2 growth = -17; GASC1 inh = -0.5; T cruzi growth = -151; C diff HTS = .

Carrying on:
SMILES | Pf Dd2 growth | GASC1 inh | T cruzi growth | C diff HTS
O=C(C[C@@H]1C=C[C@H](NC(=O)CCN2CCCCC2)[C@H](CO)O1)NCc1ccc(Cl)c(Cl)c1 | -23 | 1.5 | -6 | .
CCCNC(=O)C[C@@H]1CC[C@@H]2[C@H](COC[C@@H](O)CN2C(=O)Nc2c(C)noc2C)O1 | -39 | -0.4 | 37 | -1
Cc1noc(C)c1S(=O)(=O)Nc1ccc2c(c1)C(=O)N([C@H](C)CO)C[C@@H](C)[C@@H](CN(C)S(=O)(=O)c1cccs1)OCCCC[C@H](C)O2 | -50 | -2.8 | 21 | .
N#Cc1cccc(-c2ccc3c(c2)[C@H]2[C@H](CCN2C(=O)C2CCCCC2)[C@H](CO)N3)c1 | -12 | -6.7 | 79 | -26
CNC[C@H]1Oc2ccc(NC(=O)Cc3ccccc3)cc2CC(=O)N([C@@H](C)CO)C[C@H]1C | 12 | -0.4 | -48 | -3
C[C@@H]1CCCCO[C@H](CN(C)Cc2ccc(C(F)(F)F)cc2)[C@@H](C)CN([C@@H](C)CO)C(=O)c2cc(NC(=O)Nc3ccc(C(F)(F)F)cc3)ccc2O1 | -65 | -0.4 | 83 | 5
C[C@@H]1CCCCO[C@H](CN(C)Cc2ccc(C(=O)O)cc2)[C@H](C)CN([C@H](C)CO)C(=O)c2cc(NC(=O)C3CCCCC3)ccc2O1 | 18 | 0.1 | 1 | -9
O=C(Nc1cccc(Cl)c1)N1C[C@@H]2[C@H](c3ccccc31)[C@H](CO)N2C(=O)C1CCCC1 | 1 | 2.5 | 7 | 1
C[C@H]1CN([C@@H](C)CO)C(=O)c2cccc(NC(=O)c3ccncc3)c2O[C@@H]1CN(C)C(=O)Nc1cccc2ccccc12 | 17 | 0.6 | 32 | -7
CC(C)[C@H](C)NC(=O)N(C)C[C@H]1OCc2ccccc2-c2c(n(C)c3ccccc23)C(=O)N([C@@H](C)CO)C[C@H]1C | -53 | -0.7 | -12 | .
C[C@@H]1CN([C@@H](C)CO)C(=O)c2cc(C#CC3CCCCC3)cnc2O[C@H]1CN(C)C(=O)C1CCCCC1 | -39 | -2.9 | 83 | 4
C[C@H](CO)N1C[C@H](C)[C@@H](CN(C)S(=O)(=O)c2cccs2)Oc2ncc(/C=C/c3ccccc3)cc2C1=O | -62 | 0.9 | . | -15
COc1ccc(CNC(=O)C[C@H]2CC[C@H](NC(=O)Nc3ccc4c(c3)OCO4)[C@H](CO)O2)cc1 | 7 | 0.0 | -15 | .
CC=Cc1ccc2n(c1=O)C[C@@H]1[C@@H](CO)[C@H](C(=O)N3CCOCC3)[C@H]2N1CC1CCCC1 (mixture of isomers) | . | -0.4 | 11 | 5
C[C@@H]1CN([C@H](C)CO)C(=O)c2cc(-c3ccccc3)cnc2O[C@@H]1CN(C)Cc1ccc(C(=O)O)cc1 | 33 | -0.6 | 73 | 2
CO[C@H]1CN(C)C(=O)c2ccc(NC(=O)c3nc4ccccc4s3)cc2OC[C@H](C)N(Cc2cccnc2)C[C@H]1C | -49 | 1.0 | 90 | -9
COc1ccc(CN2C[C@H](O)COC[C@H]3O[C@@H](CC(=O)N4CCc5ccccc5C4)CC[C@@H]32)cc1 | -15 | 0.5 | 49 | .
CCNC(=O)C[C@@H]1CC[C@@H]2[C@@H](COc3ccc(NC(=O)c4cscn4)cc3C(=O)N2C)O1 | -11 | -1.0 | 4 | -1
CCS(=O)(=O)Nc1ccc2c(c1)C(=O)N(C)C[C@H](OC)[C@@H](C)CN(C(=O)COC)[C@H](C)CO2 | 26 | -0.8 | -22 | -3
C[C@H](CO)N1C[C@H](C)[C@@H](CN(C)C(=O)c2ccc3c(c2)OCO3)Oc2cc(-c3ccccc3)ccc2S1(=O)=O | 18 | -4.2 | . | .
CCCc1cn([C@H]2C[C@@H]3O[C@H](CO)CC[C@@H]3O[C@@H]2CCc2ccc(C#CCc3ccccc3)cc2)nn1 | -68 | . | . | 9
CO[C@@H]1CN(C)C(=O)c2ccc(NC(=O)C3CCC3)cc2OC[C@H](C)N(Cc2ccccn2)C[C@@H]1C | -29 | 2.9 | -13 | .
C[C@@H]1CN([C@H](C)CO)C(=O)c2cccc(N(C)C)c2O[C@H]1CN(C)C(=O)Nc1ccccc1 | -2 | 1.1 | 30 | 0
C[C@H]1CN([C@@H](C)CO)C(=O)c2cc(NC(=O)CCN3CCOCC3)ccc2O[C@@H]1CN(C)Cc1ccc(C(=O)Nc2ccccc2N)cc1 | 16 | -1.2 | 81 | .
C[C@H](CO)N1C[C@H](C)[C@H](CN(C)Cc2ccc(C(=O)Nc3ccccc3N)cc2)Oc2c(NS(=O)(=O)c3ccc(Cl)cc3)cccc2C1=O | -89* | 0.4 | . | 9

Some of these compounds in order of molar mass, low to high:
SMILES | Pf Dd2 growth | GASC1 inh | T cruzi growth | C diff HTS
CC(C)[C@H](C)NC(=O)N(C)C[C@H]1OCc2ccccc2-c2c(n(C)c3ccccc23)C(=O)N([C@@H](C)CO)C[C@H]1C | -53 | -0.7 | -12 | .
C[C@H](CO)N1C[C@H](C)[C@@H](CN(C)C(=O)c2ccc3c(c2)OCO3)Oc2cc(-c3ccccc3)ccc2S1(=O)=O | 18 | -4.2 | . | .
C[C@H]1CN([C@@H](C)CO)C(=O)c2cccc(NC(=O)c3ccncc3)c2O[C@@H]1CN(C)C(=O)Nc1cccc2ccccc12 | 17 | 0.6 | 32 | -7
C[C@@H]1CCCCO[C@H](CN(C)Cc2ccc(C(=O)O)cc2)[C@H](C)CN([C@H](C)CO)C(=O)c2cc(NC(=O)C3CCCCC3)ccc2O1 | 18 | 0.1 | 1 | -9

Going on with the list:
SMILES | Pf Dd2 growth | GASC1 inh | T cruzi growth | C diff HTS
O=S(=O)(N[C@@H]1CC[C@@H](CCn2cc(C3CC3)nn2)O[C@@H]1CO)c1ccc(Cl)cc1 | -11 | 0.7 | 32 | -1
C[C@H]1CCCCO[C@@H](CN(C)C(=O)Nc2ccc(C(F)(F)F)cc2)[C@@H](C)CN([C@@H](C)CO)C(=O)c2cc(NC(=O)Cc3ccccc3)ccc2O1 | -63 | -0.8 | ? | 3
CO[C@H]1CN(C)C(=O)c2cc(NC(=O)C3CC3)ccc2OC[C@@H](C)N(C(=O)CN2CCOCC2)C[C@H]1C | 4 | -0.6 | 30 | .
C[C@@H]1CN([C@H](C)CO)C(=O)c2cccc(NC(=O)Nc3ccc(F)cc3)c2O[C@@H]1CN(C)S(=O)(=O)c1ccc(Cl)cc1 | -38 | 0.2 | . | 9
Cc1ccc(S(=O)(=O)N(C)C[C@H]2OCc3ccccc3-c3c(n(C)c4ccccc34)C(=O)N([C@H](C)CO)C[C@@H]2C)cc1 | -88* | -4.5 | 77 | .
C[C@H](CO)N1C[C@H](C)[C@@H](CN(C)S(=O)(=O)c2cccs2)OCCCC[C@H](C)Oc2ccc(NC(=O)Nc3ccccc3)cc2C1=O | . | -0.7 | 38 | 0
C[C@H]1CN([C@@H](C)CO)S(=O)(=O)c2ccc(C#Cc3ccncc3)cc2O[C@@H]1CN(C)C | -63 | -1.6 | -6 | 5
Cc1ccc(S(=O)(=O)Nc2cccc3c2O[C@H](CN(C)C)[C@H](C)CN([C@H](C)CO)C3=O)cc1 | -4 | 8.4 | -13 | -3
C[C@@H]1CCCCO[C@@H](CN(C)S(=O)(=O)c2cccs2)[C@@H](C)CN([C@@H](C)CO)C(=O)c2cc(NS(=O)(=O)c3ccc(Cl)cc3)ccc2O1 | 41 | 0.1 | 99 | .
C[C@@H]1CN([C@@H](C)CO)C(=O)c2cccc(NC(=O)Nc3ccccc3)c2O[C@@H]1CN(C)S(=O)(=O)c1ccc(F)cc1 | -43 | -2.2 | 35 | 0
O=C(Nc1ccc(F)cc1)N1C[C@H]2[C@@H](c3ccccc31)[C@@H](CO)N2C(=O)c1ccccn1 | 6 | 1.4 | 8 | 3
C[C@@H]1CCCCO[C@@H](CN(C)C(=O)CCC(F)(F)F)[C@@H](C)CN([C@@H](C)CO)C(=O)c2cc(NS(=O)(=O)c3ccc(F)cc3)ccc2O1 | -49 | -1.2 | . | 3
